# Lmaj promast – inhibitors of Leishmania major promastigote growth; Leishmania major promastigotes, resazurin fluorescence viability; inhibition, % at 10 µM; 200,000 tested, 9% active; AID 1063; in the data active = inhibition above about 50%;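 note: promastigotes grown with compound for 44 hours at 28 °C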
# RAM network inh – blocks the yeast RAM network; S. cerevisiae dse1pr::URA3 reporter, 5-FOA growth OD615, 2 d; analog-sensitive cbk1-as2 kinase mutant strain; inhibition, % at 50 µM; 190,000 tested, 1.8% active; AID 868;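 active = inhibition above a set limit, 3 SD over mean compound inhibition, cut at about 8.4% in these data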;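 note: 0% = DMSO-only wells with no growth and 100% = 10 µM 1-NA-PP1 full growth; inhibition rescues growth on 5-FOA so higher OD means more RAM inhibition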
# S1P3 antag – blocks the human S1P3 receptor; Q99500; CHO S1P3 NFAT-BLA reporter, FRET fluorescence, antagonist mode; inhibition, % at 4.98 µM; 170,000 tested, 0.27% active; AID 485;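 active = inhibition above the plate cutoff, the mean inhibition of test wells on that plate plus 3 SD, cut at about 28% in these data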;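 note: cells challenged with S1P at its EC80 of 0.8 µM; blue over green emission ratio from cleaved BLA substrate after 4 h stimulation; 0% = S1P-stimulated wells and 100% = unstimulated DMSO-only wells; some compounds past the cut are filed as inactive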
# Target sequence (Q99500 whole entry, looked up): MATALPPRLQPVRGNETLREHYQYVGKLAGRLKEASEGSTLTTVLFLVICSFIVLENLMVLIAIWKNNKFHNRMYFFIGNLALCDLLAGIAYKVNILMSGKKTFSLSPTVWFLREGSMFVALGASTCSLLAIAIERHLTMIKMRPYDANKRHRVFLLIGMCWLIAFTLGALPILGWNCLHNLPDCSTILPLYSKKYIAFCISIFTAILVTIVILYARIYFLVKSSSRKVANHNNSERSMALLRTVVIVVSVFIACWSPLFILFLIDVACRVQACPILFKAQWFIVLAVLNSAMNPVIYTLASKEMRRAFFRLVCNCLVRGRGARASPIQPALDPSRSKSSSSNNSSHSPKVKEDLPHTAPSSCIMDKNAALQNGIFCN
# SRC2 TRFRET art – counter-screen for PPARgamma SRC-2 recruitment agonists: TR-FRET artefact | active compounds read high | 200,000 tested, 0.4% active | TR-FRET ratio at 8 µM | AID 1049; in the data active = TR-FRET ratio above about 2000; note: inactives centre near 1500; reference of the scale not given here
# DTT redox prof – compounds producing H2O2 with reducing agent – biochemical, NIH compound library profiling, artefact control for MLSCN library redox annotation, primary screen | DTT-dependent redox cycling H2O2, phenol red/HRP absorbance; 100% = 100 µM peroxide control, 0% = buffer | activation, % at 10 µM | 200,000 tested, 0.03% active;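 active = activation of at least 50% relative to the plate's high and low controls in the primary single-dose screen; inactive = activation below 50%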;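 note: compound incubated with DTT at 0.8 mM final as the reducing agent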
# ROMK mod – human ROMK K+ channel modulation, primary screen. P48048. B-score at 10 µM. AID 1918. Tet-inducible ROMK, thallium flux fluorescence; actives lie on both sides. 130,000 tested, 2% active;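 active = signal ratio slope over the read window, or its plate-corrected B-score, at least 3 SD from the plate mean, either direction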;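 note: B-score of the F/F0 ratio slope over 7 to 12 s after thallium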
# Target sequence (P48048 whole entry, looked up): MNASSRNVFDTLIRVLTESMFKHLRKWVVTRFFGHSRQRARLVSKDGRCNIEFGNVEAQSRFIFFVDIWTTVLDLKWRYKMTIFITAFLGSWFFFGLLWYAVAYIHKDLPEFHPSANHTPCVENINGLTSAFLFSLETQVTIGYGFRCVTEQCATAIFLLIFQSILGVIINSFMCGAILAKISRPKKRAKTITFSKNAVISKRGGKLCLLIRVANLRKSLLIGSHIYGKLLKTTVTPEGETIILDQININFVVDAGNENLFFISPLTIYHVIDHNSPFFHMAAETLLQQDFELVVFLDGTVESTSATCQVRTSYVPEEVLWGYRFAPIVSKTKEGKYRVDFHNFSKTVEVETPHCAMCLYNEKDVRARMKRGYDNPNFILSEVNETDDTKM
# PPARg SRC2 recr – PPARgamma-driven SRC-2 recruitment agonism | P37231 | PPARgamma LBD-SRC-2 recruitment, biochemical | activation, % at 8 µM | 200,000 tested, 0.34% active; in the data active = activation above about 22%;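 note: 0% = vehicle and 100% = reference agonist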
# PPARg SRC1 recr – PPARgamma-driven SRC-1 recruitment agonism; PPARgamma-SRC-1 coactivator recruitment biochemical assay; activation, % at 8 µM; 200,000 tested, 0.41% active; in the data active = activation above about 19%;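 note: 0% = DMSO and 100% = reference agonist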
# PPARg SRC3 recr – PPARgamma-driven SRC-3 recruitment agonism. AID 731. activation, % at 8 µM. biochemical PPARgamma/SRC-3 coactivator recruitment assay. 200,000 tested, 0.26% active; in the data active = activation above about 23%;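 note: 0% = DMSO and 100% = reference agonist; some compounds past the cut are filed as inactive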
# Efa HMGR inh – inhibitors of class II HMG-CoA reductase from Enterococcus faecalis | purified E. faecalis HMGR, NADPH absorbance 340 nm kinetic | AID 1066 | 190,000 tested, 0.41% active | inhibition, % at 10 µM;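 active = inhibition above a set limit, the median over all tested compounds plus 3 SD, cut at about 9.5% in these data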;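 note: enzyme runs in reverse so mevalonate oxidation gives rising NADPH absorbance; 0% = complete reaction with DMSO and 100% = background rate lacking mevalonate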
# bIAP inhibitor – blocks bovine intestinal alkaline phosphatase activity. inhibition, % at 20 µM. purified bovine IAP, CDP-star luminescence, 30 min. AID 1019. 190,000 tested, under 10 active;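 active = over 50% inhibition of intestinal alkaline phosphatase at 20 µM in the single-dose screen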
#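 System: Purified bovine intestinal alkaline phosphatase (IAP) enzyme | Input: IAP diluted 1/65,000,000 in the well | Also added: CDP-star chemiluminescent phosphatase substrate, 30 µM final | Dosing: 20 µM single dose | Times: Enzyme reaction for 30 min at room temperature | Detection: Luminescence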
# * = called active by the depositor; . = no result given.
SMILES,Lmaj promast,RAM network inh,S1P3 antag,SRC2 TRFRET art,DTT redox prof,ROMK mod,PPARg SRC2 recr,PPARg SRC1 recr,PPARg SRC3 recr,Efa HMGR inh,bIAP inhibitor
O=C(CCc1nnc(CCCc2ccccc2)o1)NC(C1CC1)C1CC1,-5,0.6,-22,1511,-0.7,0.057,-3,-5,2,-1,1
CC(=O)Nc1ccc(S(=O)(=O)N2CCN(Cc3cccs3)CC2)cc1,-1,0.3,-1,1559,-0.8,-0.86,4,2,2,1,1
Cn1ccnc1C(=O)c1cccc([N+](=O)[O-])c1,-5,0.8,-13,1445,0.5,.,7,-4,-3,-12,1
CC(C)CCOc1ccccc1C(N)=O,-4,-0.7,10,1540,-0.4,0.6,0,-5,-1,9.7*,-10
COc1ccc2c(C(=O)CN3CC(C)OC(C)C3)c[nH]c2c1 (centres undefined),2,2.0,0,1715,-0.8,-0.27,5,4,-6,-9,13
O=C(Cn1nc(-c2ccc(Cl)cc2)c2ccccc2c1=O)NCC1CCCO1 (centres undefined),0,0.8,.,1795,-0.1,.,0,1,0,1,2
O=C(NCc1cccs1)Nc1ccc(Cl)cc1,-3,2.8,.,1526,0.2,.,7,5,-3,3,12
N#Cc1nn(-c2ccccc2)nc1N1CCCCC1,-5,0.8,7,1414,0.0,-0.62,0,-6,-2,4,7
O=C(NCCN1CCCCCC1)c1ccc(CS(=O)(=O)c2ccc(Br)cc2)o1,14,2.1,-7,1465,-0.4,.,5,-1,9,-10,-5
CCOc1ccc(CCNC(=O)C2CCN(S(=O)(=O)N3CCC(C)CC3)CC2)cc1OCC,-5,5.5,1,1664,-0.2,0.47,-1,2,0,2,21
Nn1c(SCC(=O)NC(=O)NCc2ccco2)nnc1-c1ccc(OC(F)F)cc1,-2,1.4,.,1442,-0.9,-0.58,-5,-3,-6,-4,1
CC(C)CNC(=O)c1nc(-c2ccccc2)n(-c2ccccc2)n1,0,1.2,.,1672,-4.8,.,5,4,-3,-2,-10
CCc1c(C)sc(NC(=O)c2cnn3cccnc23)c1C#N,-2,1.2,-12,1288,3.2,.,10,-6,5,-4,8
COc1ccccc1OC1OC2COC(c3ccco3)OC2C(O)C1NC(C)=O (centres undefined),65*,0.1,6,1440,0.4,1.5,-13,-8,-1,-8,9
COc1cccc(CN2CCC(C(=O)N3CCN(c4ccccc4F)CC3)CC2)c1,89*,0.3,9,1430,-0.3,0.45,-1,0,3,0,4
Cc1ccc(S(=O)(=O)N2CCCC(C(=O)NCCCN3CCCCC3C)C2)cc1 (centres undefined),19,0.4,-17,1509,0.9,.,-7,5,-15,-16,-12
Cc1cnc(NC(=O)CCNC(=O)c2ccccc2Cl)s1,-2,-0.2,-16,1589,-0.4,0.12,10,6,2,2,-6
COc1ccc2c(c1OC)C(=O)OC2CC(=O)c1ccc2c(c1)OCO2 (centres undefined),-8,6.4,.,1454,0.6,-0.44,4,2,3,2,10
CCC1COC(c2cccn2Cc2ccccc2Cl)=N1 (centres undefined),-5,1.0,7,1554,0.8,.,10,2,8,-4,12
Cc1nc2cc(NC(=O)NCc3ccccc3)ccc2o1,5,0.7,.,1444,1.9,.,-9,-3,6,2,6
CCOC(=O)C[N+](CC)(CC)CC#Cc1ccccc1,-5,-0.9,12,1470,-0.1,0.21,-8,-2,-6,1,10
O=C(c1nc2nc(-c3cccs3)cc(C(F)(F)F)n2n1)N1CCN(Cc2ccccc2)CC1,-3,-0.1,.,1487,0.5,.,-1,3,-20,0,-5
CC(=O)c1cc(C(=O)N2CCc3c([nH]c4ccccc34)C2C2CCCCC2)[nH]n1 (centres undefined),6,-0.4,-3,1539,-0.8,.,-4,5,-2,-11,-11
CN(C)c1ccc(CN(C(=O)c2ccco2)C2CCS(=O)(=O)C2)cc1 (centres undefined),-2,0.8,-46,1687,-0.6,.,7,2,4,1,13
Cc1ccc(NC(=O)CN2CCCC2)c2c1CC(C)(C)O2,0,0.9,-7,1560,-1.1,.,4,0,1,-4,-6
# Further compounds follow:
SMILES,Lmaj promast,RAM network inh,S1P3 antag,SRC2 TRFRET art,DTT redox prof,ROMK mod,PPARg SRC2 recr,PPARg SRC1 recr,PPARg SRC3 recr,Efa HMGR inh,bIAP inhibitor
COc1ccc(CNC(=O)C2CSC(c3ccc(OC)cc3)N2C(C)=O)cc1 (centres undefined),-4,1.3,.,1602,-0.9,.,8,1,6,-5,-6
O=C(Nc1cccnc1)C1COc2ccccc2O1 (centres undefined),-2,-0.3,.,1474,1.7,.,-8,-5,0,1,1
CCC1S/C(=C(\C#N)C(=O)NCc2ccco2)N(c2ccc(F)cc2)C1=O (centres undefined),6,1.3,-1,1553,4.7,.,7,14,7,4,-9
CCOC(=O)c1cc2sc(C)cc2n1CC(=O)Nc1cccc(C)c1C,-6,0.6,-2,1599,0.7,.,6,3,0,-5,9
CCN1CCCC1CNCc1ccc(Cl)cc1Cl (centres undefined),-1,1.1,-10,1734,-0.7,.,-1,-3,5,-5,-2
O=C(CN1CCN(Cc2ccc(Cl)cc2)C1=O)NCCN1CCCC1,-8,0.0,-40,1658,0.1,-0.21,3,0,3,4,7
O=C(NCc1ccccc1)NC1(C(=O)N2CCCC2)CCCCC1,-1,-0.2,-14,1546,-0.1,-0.67,0,-9,-2,-6,3
N#Cc1c(N)nc(SCc2ccncc2)c(C#N)c1-c1cccs1,17,2.1,42,1727,-0.8,.,13,10,0,-4,8
O=C(NCc1cccnc1)C1CCCN(Cc2cnn(-c3ccccc3)c2-n2cccc2)C1 (centres undefined),8,0.1,.,1287,-3.2,.,-3,-7,-7,0,4
O=c1[nH]c2ccc(NC(=S)Nc3ccc(Cl)cc3Cl)cc2[nH]1,3,0.6,.,1732,-1.4,-0.077,0,-1,5,-4,14
COc1ccc(CCNC(=O)CN2CCN(c3cccc(Cl)c3)CC2)cc1OC,45,3.1,8,1592,2.3,.,-1,7,-1,2,0
COC(=O)CNC(c1ccccc1)c1cc(Br)ccc1NS(=O)(=O)c1ccc(C)cc1 (centres undefined),1,5.3,-19,1501,-0.2,0.21,-1,2,2,-1,-5
COCCCn1c(SCC(=O)NNC(=O)c2cccc(O)c2)nnc1-c1ccncc1,-2,-0.1,8,1571,-0.5,0.84,-3,0,-2,2,-1
CS(=O)(=O)c1nc2c(cc1C#N)CCCC2,16,-0.4,-18,1658,0.1,-1,-2,-5,1,-6,6
COC(=O)C1=C(C)N(CCc2cc(OC)c(OC)c(OC)c2)C(=O)N[C@H]1c1cccs1,0,2.4,-16,1393,-0.7,1.1,-2,1,2,-5,7
O=C(NCc1ccco1)c1cccc(N2CCCC2=O)c1,-2,0.8,.,1593,0.2,.,5,5,0,1,3
C/C(N)=C(/C#N)C(=O)CSc1nc2ccccc2n1CC(C)C,25,1.9,2,1748,-0.4,0.29,3,1,2,-4,16
O=C(CSc1nnc(Cc2ccc(Cl)cc2)o1)Nc1ccccc1,-5,1.2,9,1513,-0.2,0.27,-11,-7,-2,0,-2
CCN1C(=O)CC(N2CCOCC2)C1=O (centres undefined),-6,-1.0,.,1411,0.2,1.2,5,-3,-10,-7,10
CCOc1cccc(C2C(C(=O)c3cccs3)=C(O)C(=O)N2Cc2cccnc2)c1 (centres undefined),-8,3.1,0,1758,-0.2,0.44,1,8,7,-3,5
CCOC(=O)N1CCN(c2c(NCCc3ccccc3)c(=O)c2=O)CC1,-4,0.1,.,1740,-0.2,.,14,5,11,-7,7
O=c1c2ccccc2cnn1-c1ccc(Br)cc1,-5,3.6,.,1525,-4.4,.,3,-1,-1,-7,5
CCN(CC)c1ncnc2sc(C(=O)N3CCN(c4ccc(OC)cc4)CC3)c(C)c12,-1,-1.0,8,1459,-0.1,.,2,3,3,3,-1
CCCCNC(=O)c1onc(CSc2cccc(F)c2)c1C(=O)O,-11,-1.2,.,1500,18,.,-2,-6,-12,-1,2
CCO[C@@H]1OC(C(=O)N2CCCCCCC2)=C[C@H](c2ccc3c(c2)OCO3)[C@H]1CCCO,-1,0.9,-5,1500,0.1,.,1,4,4,-1,-2
# Next structures
SMILES,Lmaj promast,RAM network inh,S1P3 antag,SRC2 TRFRET art,DTT redox prof,ROMK mod,PPARg SRC2 recr,PPARg SRC1 recr,PPARg SRC3 recr,Efa HMGR inh,bIAP inhibitor
Nc1nc(COc2ccc(F)cc2Cl)nc(N2CCCCC2)n1,9,1.1,7,1390,0.0,-2.9,5,2,2,-2,-12
CSC1=NSC2=NC(=O)/C(=C\c3coc4ccccc4c3=O)C(=N)N12,-16,1.0,7,1437,-0.1,.,15,25*,28*,1,-15
CCOC(=O)c1cc(-c2cccc(C(F)(F)F)c2)nc2nc(SC)[nH]c(=O)c12,8,7.6,-2,1579,-0.5,0.19,3,-1,3,-2,2
CC(=O)C1=NN(c2ccccc2)C(c2cccs2)N1c1ccccc1 (centres undefined),8,0.4,.,1327,1.4,-1.2,-3,1,0,-1,30
CCOc1ccccc1NC(=O)Cn1cnc2c(nnn2-c2cccc(OC)c2)c1=O,-2,3.3,-18,1559,-0.8,.,4,7,1,-5,10
Cc1cc(-c2ccccc2)n(-c2cc(N/N=C/c3ccccc3O)ncn2)n1,100*,3.4,-8,1654,-0.6,2.4,-6,-1,2,2,26
CC(C)N(CCCNC(=O)C1CCN(S(=O)(=O)N2CCOCC2)CC1)Cc1ccccc1,-3,1.0,1,1869,0.3,.,0,5,-13,-4,3
O=C(CSc1nnc(-c2ccccn2)o1)Nc1ccccc1,3,-0.2,1,1488,-1.0,-0.13,5,-6,-1,-5,-44
COc1ccccc1NC(=O)CN(Cc1ccccc1)S(C)(=O)=O,7,0.0,.,1624,0.7,.,5,-6,5,-13,-10
COC(=O)c1nc2cc(C)ccn2c1F,-7,2.2,-18,1459,-1.3,.,-1,4,-2,-2,4
CC(=O)N1CCc2cc(S(=O)(=O)NCCC(=O)Nc3cccc(C)c3)ccc21,-4,0.9,16,1494,-3.6,.,3,-7,-3,-2,7
Cc1cccn2c(=O)c3cc(C(=O)NCCN4CCOCC4)c(=N)n(CCc4ccccc4)c3nc12,66*,1.9,-39,1506,-3.4,-2.8*,6,7,28*,-5,14
CC1(C)CC2CC(C)(CN2C(=O)COC(=O)Cn2[nH]c(=O)c3ccccc3c2=O)C1 (centres undefined),-2,1.7,9,1517,0.4,.,-2,-5,3,-1,-3
N#Cc1nc(Cc2ccccc2)oc1N1CCC(C(N)=O)CC1,-3,1.5,-16,1529,-0.6,0.34,6,7,13,0,14
CNc1nc(-c2ccc3c(c2)CCN3S(=O)(=O)c2ccccc2)c(C)s1,8,2.8,20,1626,0.0,0.058,0,-6,4,2,1
CCNc1cc(=O)n(C)c(=O)n1C,-2,-0.7,-13,1480,-6.3,.,4,4,3,-1,11
